JMJD2A Tudor = inhibitors of human JMJD2A Tudor domain. AlphaScreen JMJD2A-Tudor / H3K4me3 peptide binding. O75164. Potency, µM (doses to about 114 µM), for the others: at the highest dose activity change, negative = inhibition, most hits filed as inhibitors. actives 4.4% (n = 390,000); also: % is scaled to controls: 0 for no effect and ±100 for the full control effect; nearly all actives have a fitted effect of over 50% in size
PGK inhibitor = blocks T. brucei phosphoglycerate kinase; P07378; PGK/GAPDH coupled, Kinase-Glo luminescence, 60 min; Potency, µM (titrated, usually from 57.5 µM), without a hit: top-dose activity change, negative = inhibition, actives largely listed as inhibitors; actives 0.043% (n = 380,000); also: % is scaled to controls: 0 for no effect and ±100 for the full control effect; nearly all actives have a fitted effect of over 60% in size
Target sequence (P07378 whole entry, looked up): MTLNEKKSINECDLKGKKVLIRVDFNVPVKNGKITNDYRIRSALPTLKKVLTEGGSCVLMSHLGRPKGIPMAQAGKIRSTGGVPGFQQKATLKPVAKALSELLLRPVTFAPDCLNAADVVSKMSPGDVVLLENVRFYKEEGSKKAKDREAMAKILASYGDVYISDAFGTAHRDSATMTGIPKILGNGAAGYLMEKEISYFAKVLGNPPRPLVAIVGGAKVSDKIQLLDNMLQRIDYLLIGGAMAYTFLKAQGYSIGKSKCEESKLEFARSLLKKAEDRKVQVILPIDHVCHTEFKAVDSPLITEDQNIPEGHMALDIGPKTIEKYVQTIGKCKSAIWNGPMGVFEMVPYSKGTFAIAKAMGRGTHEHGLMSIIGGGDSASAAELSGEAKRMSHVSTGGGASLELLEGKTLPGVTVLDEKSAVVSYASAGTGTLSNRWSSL
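Recombinant glycosomal PGK reaction used 1,3-bisphosphoglycerate generated in-well by GAPDH (100nM final) in 100mM TEA pH 7.6, 5mM MgCl2, 0.01% Tween-20. After 60 minutes at room temperature, ATP was read by Kinase-Glo Plus luminescence end-point.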
ERG Ets-DNA blk = inhibitors of human ERG Ets domain-DNA interaction. actives 0.028% (n = 370,000). AID 624246. P11308. fluorescence polarization, His-ERG Ets domain / labelled DNA. Potency, µM (series often up to 76.9 µM), without a hit: top-dose FP activity, negative = inhibition, most hits filed as inhibitors; active = well fitted inhibition curve with a large enough effect in the polarisation, with a control signal flat; inconclusive = small, poorly fitted or top-dose-only effect, or effect the other way, or a change in a side signal; inactive = no such curve, though single readings can be large or run the other way; the % refers to the polarisation;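 also: polarization taken with two DNA probes labelled with fluorescein and Texas red; % of control where 0% means no effect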
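His-tagged ERG Ets domain (1 uM in the protein solution; 300mM KCl, 50mM Tris-HCl, 1mM EDTA, 1mM DTT, pH 7.5) received compound, then a probe mix of 5 nM fluorescein-DNA and 100nM Texas-615-DNA. Fluorescence polarization was read for both dyes.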
ALOX12 inh = ALOX12 (human) lipoxygenase inhibition; P18054; purified 12hLO, xylenol orange hydroperoxide absorbance; Potency, µM (titrated, usually from 108 µM), for the others: at the highest dose activity change, negative = inhibition, hits mostly inhibitors; actives 1.1% (n = 580,000); also: % is scaled to controls: 0 for no effect and ±100 for the full control effect
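Hydroperoxide product was detected by ferrous iron/xylenol orange as the 573 to 405 nm absorbance ratio. Arachidonic acid at 40 uM (final) was turned over for 30 min at room temperature by 150 nM human 12hLO, pH 7.0 Hepes buffer, after 15 min compound preincubation.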
HP1b binding inh = inhibitors of HP1-beta chromodomain binding to methylated histone tails; P83916; AlphaScreen HP1-beta / biotin-H3K9me3 peptide binding; Potency, µM (doses to about 114 µM), inactives show top-dose activity change, negative = inhibition, hits mostly inhibitors; actives 0.56% (n = 390,000); AID 540317; also: nearly all actives have a fitted effect of over 70% in size; inactives centre near 23
Target sequence (P83916 whole entry, looked up): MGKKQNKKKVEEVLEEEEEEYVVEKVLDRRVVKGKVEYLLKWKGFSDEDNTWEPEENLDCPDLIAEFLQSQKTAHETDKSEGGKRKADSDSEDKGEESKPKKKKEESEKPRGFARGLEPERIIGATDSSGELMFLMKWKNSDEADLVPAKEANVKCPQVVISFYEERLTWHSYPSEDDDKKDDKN
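HP1-beta protein (50 nM final) preincubated 30 min at room temperature with biotinylated H3(1-18)K9me3 peptide (50 nM) in PBS pH 7.4, 0.01% Tween-20, then compound added for 30 min. AlphaScreen streptavidin donor/nickel chelate acceptor beads (10 ug/mL final), 30 min dark, luminescence read.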
rTrxR1 inhibitor = rat TrxR1 inhibition; O89049; recombinant rTrxR1, NADPH fluorescence consumption, selenite substrate; Potency, µM (titrated, usually from 114 µM), for the others: at the highest dose activity change, negative = inhibition, actives largely listed as inhibitors; actives 1% (n = 390,000); AID 588453; also: % is scaled to controls: 0 for no effect and ±100 for the full control effect; nearly all actives have a fitted effect of over 65% in size
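Rat TrxR1 (90 nM in the dispensed reagent) was pre-reduced with 400 uM NADPH for 5 min at room temperature, then incubated with compound for 15 min. After 400 uM selenite was added, NADPH fluorescence (Ex 340/Em 450 nm) was followed for 8 min.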
RGS4 inh = blocks human RGS4-accelerated GTP hydrolysis | Transcreener GDP fluorescence polarization, RGS4-accelerated GTP hydrolysis | actives 0.039% (n = 390,000) | P49798 | Potency, µM (top dose mostly 114 µM), for the others: at the top dose activity change, negative = inhibition, hits mostly inhibitors; also: % is scaled to controls: 0 for no effect and ±100 for the full control effect; nearly all actives have a fitted effect of over 75% in size; some results filed as inactive show a strong effect at the top dose
Target sequence (P49798 whole entry, looked up): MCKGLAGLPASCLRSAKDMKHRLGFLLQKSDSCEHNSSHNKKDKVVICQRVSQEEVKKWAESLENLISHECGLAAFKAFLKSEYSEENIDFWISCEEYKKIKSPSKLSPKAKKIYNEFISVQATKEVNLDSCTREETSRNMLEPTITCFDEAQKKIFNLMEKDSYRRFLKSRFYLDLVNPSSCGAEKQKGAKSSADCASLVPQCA
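MLSMR compounds (23 nl, pin-transferred) preincubated 10 min at room temperature with a 500nM (2x) first reagent, then RGS4 at 900nM (2x) plus Transcreener GDP mix added; fluorescence polarization (620/688 nm) read before and after 90 min at 30 °C.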
Pin1 inhibitor = inhibitors of human Pin1. Pin1 FP peptide displacement, HiFluor488, 10 min. Potency, µM (titrated, usually from 115 µM), without a hit: at the top dose activity, negative = inhibition, actives largely listed as inhibitors. actives 0.009% (n = 390,000); active = well fitted inhibition curve with a large enough effect in the polarisation, with a control signal flat, not every such curve was filed as active; inconclusive = small, poorly fitted or top-dose-only effect, or effect the other way, or a change in a side signal; inactive = no such curve, though single readings can be large or run the other way; the % refers to the polarisation; also: % is scaled to controls: 0 for no effect and ±100 for the full control effect
Target sequence (Q13526 whole entry, looked up): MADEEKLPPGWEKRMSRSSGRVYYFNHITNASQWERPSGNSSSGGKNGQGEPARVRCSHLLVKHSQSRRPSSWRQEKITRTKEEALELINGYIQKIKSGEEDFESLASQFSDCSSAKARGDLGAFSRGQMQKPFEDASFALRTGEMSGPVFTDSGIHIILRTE
GLS inhibitor = blocks human kidney-isoform glutaminase activity; O94925; GLS enzymatic activity, qHTS titration; Potency, µM (titrated, usually from 45.5 µM), for the others: at the highest dose activity change, negative = inhibition, usual class: inhibitors; actives 0.21% (n = 410,000); AID 624170; also: % is scaled to controls: 0 for no effect and ±100 for the full control effect
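hKGA; 45 mM KH2PO4 pH 8.2 + 0.02% Tween-20; cpd via pin tool; 1 mM Gln soln; GluOx/HRP/Amplex Red; RT 30 min; fluor. t0 & final.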
* = called active by the depositor; i = inactive; ? = inconclusive; . = not tested or not shown; [ ] = remark or other dose. Unless noted, calls follow the shape of the dose curve; as a rule, active = well fitted curve in the direction sought with a large enough effect; inconclusive = small, poorly fitted or top-dose-only effect, or another doubt; inactive = no such curve, though single readings can be large; an effect the other way counts as inactive or inconclusive. Potency is read from the fitted curve at half-maximal effect. The list is partial, so the mix of outcomes need not match the whole.

Pin1 inhibitor	PGK inhibitor	HP1b binding inh	RGS4 inh	JMJD2A Tudor	rTrxR1 inhibitor	ERG Ets-DNA blk	smiles	GLS inhibitor	ALOX12 inh
0%	6%	16%	13%	1%	9%	-7%	COc1ccc(OCC(=O)Nc2c3c(nn2C(C)(C)C)CS(=O)(=O)C3)cc1	?	0%
2%	-3%	32%	-7%	-1%	7%	-4%	CC(NC(=O)C1c2ccccc2Oc2ccccc21)C1CCCO1 (configuration not stated)	-5%	-3%
2%	i	35%	-37%	-10%	3%	15%	CCCCN(C(=O)C1CC(=O)N(c2ccc(CC)cc2)C1)c1c(N)n(CCC)c(=O)[nH]c1=O (configuration not stated)	5%	-3%
-5%	-7%	29%	-19%	1%	27%	-8%	O=C1C=C(NCC2CCCO2)C2(CCCCC2)O1 (configuration not stated)	-22%	10%
-5%	i	20%	?	-18%	12%[57.1 µM]	3%	COc1cc(OC)c(C(=O)Nc2cccc(C(C)=O)c2)cc1OC	3%	-19%
?	.	67%[activator]	-12%	3%	-10%	1%	Cc1nc2ccc(S(=O)(=O)N(C)CC(=O)Nc3ccc(C(C)C)cc3)cc2s1	-1%	-5%
0%	0%	8%	0%	-20%	-5%	-1%	O=C(CCc1nc2ccccc2c(=O)[nH]1)NCc1cccc(Cl)c1	2%	225%[activator]
-3%	7%	15%	13%	?	10%	-12%	CS(=O)(=O)N1CCN(C(=O)COc2ccc3ccccc3c2)CC1	-1%	-1%
9%	-1%	15%	-19%	-15%	18%	4%	O=S(=O)(Nc1nccs1)c1ccc(NS(=O)(=O)c2cccs2)cc1	-1%	-10%
0%	-7%	50%[activator]	4%	-23%	8%	13%	O=C(COc1ccc(Cl)cc1[N+](=O)[O-])N1CCCCCC1	-3%	7%
0%	i	19%	?	-9%	0%[57.1 µM]	2%	O=C(O)Cc1ccc(NC(=S)Nc2cccc(Cl)c2Cl)cc1	10%	14%
2%	-10%	39%[activator]	-27%	-14%	-4%	4%	O=C1CCN(C(=S)NCc2ccccc2)CC1	-2%	4%
-2%	-4%	19%	7%	?	-13%	-6%	CC(C)c1ccc(C2CC(=O)c3cnc(N4CCc5ccccc5C4)nc3C2)cc1 (configuration not stated)	6%	0%
1%	-9%	47%[activator]	-19%	-19%	-7%	-4%	CCc1ccc(C(=O)c2cn(CC(=O)Nc3ccc4c(c3)OCO4)c3ccc(CC)cc3c2=O)cc1	0%	0%
0%	i	12%	-7%	-30%	4%	0%	COCCCNC(=O)Cc1c(C)c2c(cc(C)c3c(C(C)(C)C)coc32)oc1=O	-1%	?
?	1%	21%	-1%	-29%	18%	6%	COc1ccc(NC(C)=O)cc1NC(=O)c1cccc(S(=O)(=O)N2CCc3ccccc32)c1	-6%	?
0%	3%	66%[activator]	-6%[56.9 µM]	-13%	25%	5%	Cc1ccc(F)cc1NC(=O)c1cnccn1	-8%	-7%
?	-7%	?	24%	50µM*	6%	-11%	COc1cccc(NC2=C(NCCO)C(=O)c3ccccc3C2=O)c1	-3%	0%
0%	i	36%	-20%	-15%	4%	14%	COc1cc2c(cc1OC)CN(C(=O)CCCN1C(=O)c3ccccc3C1=O)CC2	-6%	9%
2%	-6%	?	-15%	?	?	.	O=C(/C=C/c1ccc(-c2ccccc2[N+](=O)[O-])o1)c1ccc(F)cc1	-5%	10%
5%	-1%	45%[activator]	50%	14%	23%	4%	COc1ccc2nc3c(cc2c1)c(NC(=O)CC(C)C)nn3CC(C)C	1%	0%
-1%	0%	39%[activator]	-9%	-20%	?	-18%	O=C1CCCC2=C1C(c1cccc(Br)c1)n1nc(-c3ccco3)nc1N2 (configuration not stated)	7%	?
-3%	-2%	21%	10%	-18%	-4%	12%	CCn1cc(CN2CCC(C(=O)Nc3cccc(-c4cccc(Cl)c4)c3)CC2)c(C)n1	6%	-17%
-1%	8%	23%	-10%	-29%	-13%	-6%	CC1(C)CC(=O)C2=C(C1)Nc1cc3c(cc1C2c1ccc(F)cc1)OCO3 (configuration not stated)	21%	0%[57.4 µM]
-10%	i	20%	-8%	4%	2%	1%	O=C1CCCN1C(=O)COc1ccc([N+](=O)[O-])cc1	-15%	-6%
-6%	-9%	18%	1%	-15%	18%	-2%	CCN1CCN(c2ccc(S(=O)(=O)N3CCOCC3)cc2NC(=O)c2cccc([N+](=O)[O-])c2)CC1	11%	-8%
-1%	-2%	-24%	-9%[11.4 µM]	5%[11.4 µM]	-6%	-2%	O=C(Nc1ccc(Cl)cc1)N1CCN(c2ccccc2)CC1	30%	?
2%	-8%	?	?	-28%[57.1 µM]	4%[57.1 µM]	-1%	c1ccc(N/N=C(\Cc2ncc[nH]2)c2ccccc2)cc1	?	?
-8%	i	28%	-12%	-8%	2%	10%	CC1CCN(C(=O)CSc2nc3c(c(=O)n2C)SCC3)CC1	-12%	-13%
39%[activator]	-8%	28%	-20%	-6%	13%	-2%	CC1(C)CC(=O)c2sc(NS(=O)(=O)c3ccc(Br)cc3)nc2C1	6%	?

Looked up above.
COc1ccc2nc3c(cc2c1)c(NC(=O)CC(C)C)nn3CC(C)C in ALOX12 inh reads 0%
COc1ccc(NC(C)=O)cc1NC(=O)c1cccc(S(=O)(=O)N2CCc3ccccc32)c1 in rTrxR1 inhibitor reads 18%
O=C(Nc1ccc(Cl)cc1)N1CCN(c2ccccc2)CC1 in rTrxR1 inhibitor reads -6%

Ordered by the number under ALOX12 inh (low to high): some entries from above.
Pin1 inhibitor	PGK inhibitor	HP1b binding inh	RGS4 inh	JMJD2A Tudor	rTrxR1 inhibitor	ERG Ets-DNA blk	smiles	GLS inhibitor	ALOX12 inh
-3%	-2%	21%	10%	-18%	-4%	12%	CCn1cc(CN2CCC(C(=O)Nc3cccc(-c4cccc(Cl)c4)c3)CC2)c(C)n1	6%	-17%
?	-7%	?	24%	50µM*	6%	-11%	COc1cccc(NC2=C(NCCO)C(=O)c3ccccc3C2=O)c1	-3%	0%
0%	i	36%	-20%	-15%	4%	14%	COc1cc2c(cc1OC)CN(C(=O)CCCN1C(=O)c3ccccc3C1=O)CC2	-6%	9%

Going on with the list.
Pin1 inhibitor	PGK inhibitor	HP1b binding inh	RGS4 inh	JMJD2A Tudor	rTrxR1 inhibitor	ERG Ets-DNA blk	smiles	GLS inhibitor	ALOX12 inh
2%	i	28%	-3%	-10%	7%[57.1 µM]	5%	COc1ccc(-n2c(=S)[nH]c3cc(C(=O)NCc4ccccc4)ccc3c2=O)c(OC)c1	-5%	?
5%	6%	-8%	12%	-2%	12%	4%	O=C(NNS(=O)(=O)c1ccc(F)cc1)C1CCCCC1	12%	?
5%	-3%	?	13%	18µM*	15%	26%	COc1ccc(CN2CCN(c3ncccn3)CC2)c(C)c1C	14%	?
?	-9%	-2%	-23%	-11%	8%	-9%	CCCCN(CC)c1nc(N)c(C#N)c(CC#N)c1C#N	10%	0%
-1%	-3%	2%	13%	-2%	28%	3%	COc1ccc(N(CC(=O)NCC2CCCO2)S(=O)(=O)c2ccc(C)cc2)cc1OC (configuration not stated)	24%	?
2%	-7%	-7%[57 µM]	-1%	?	10%	-1%	Cc1cccc(N2CCN(CCCNC(=O)c3ccc(NC(=O)C4=CSCCO4)cc3)CC2C)c1 (configuration not stated)	-8%	?
0%	-3%	20%	24%	-17%	1%	-5%	Cc1ccc(S(=O)(=O)NCc2ccc(N3CCN(C(=O)OC(C)(C)C)CC3)cc2)cc1	1%	0%
-8%	-5%	35%	15%	8%	21%	-6%	O=C(Nc1nc(-c2ccc(Cl)s2)cs1)c1ccccc1	5%	121%[activator][57.4 µM]
?	.	10%[57 µM]	11%	12%[57.1 µM]	8%	.	Cc1ccc(Nc2nc(NCc3ccco3)nc3nccnc23)cc1C	.	.
-8%	-5%	5%	-10%	-10%	?	.	Cc1ccc(C2=NC(C(F)(F)F)(C(F)(F)F)c3c(n(-c4ccc(F)cc4)c(=O)[nH]c3=O)N2)cc1	1%	9%
20%	i	8%	0%	-10%	6%	-3%	CCOc1ccc(N(CC(=O)Nc2cccc(N(C)S(C)(=O)=O)c2)S(=O)(=O)c2ccccc2)cc1	-6%	-20%
1%	i	51%[activator]	-36%	2%	28%[57.1 µM]	-15%	CCCS(=O)(=O)N1CCC(C(=O)N2CCC(Cc3ccccc3)CC2)CC1	-9%	388%[activator]
9%	-1%	37%	-12%	7%	11%	-7%	CSc1nc2ccsc2c(=O)n1-c1ccccc1	-1%	?
-11%	-1%	5%	-1%	-14%	-1%	2%	CC1CCN(C(=O)C2CCC(C)(C(=O)O)C2(C)C)CC1 (configuration not stated)	3%	-8%
6%	3%	13%	2%	-14%	?	0%	Cc1cccc(/C=N/NC(=O)c2cc(-c3cccnc3)nc3c2c(C)nn3-c2ccccc2)c1	6%	0%
-2%	-7%	48%[activator]	-21%	0%	23%[57.1 µM]	-13%	COCc1cc(=O)n2[nH]c(C(F)(F)F)nc2n1	-2%	-17%
0%	-11%	15%	-8%	-19%	2%	-4%	COc1cccc(NC(=O)C2=COCCO2)c1	0%	19%
1%	-7%	21%	-4%	1%	15%	0%	CCN1CCN(S(=O)(=O)c2ccc(Cl)c(C(=O)N(CC)CC(=O)Nc3ccc(OC)cc3)c2)CC1	-3%	?

Screens deposited in PubChem BioAssay by National Center for Advancing Translational Sciences (NCATS).
